# KOR beta-arrestin-1: KOR agonists, beta-arrestin recruitment, primary screen, cell-based, luminescence, uHTS (AID 1777) | Kappa-type opioid receptor (Homo sapiens) | KOR beta-arrestin recruitment, luminescence; higher % means a stronger effect | activation, % at 10 µM, or EC50 in µM where a hit was titrated | 0.02% of 280,000 active; in the data active = activation above about 50%, passing the limit was not always enough; note: a part of the inactive calls stands beside numbers as strong as those of hits
# MgcRacGAP inhibition: MgcRacGAP GTPase-activating activity inhibitors, confirmation, biochemical, ADP Hunter fluorescence; AID 624330, 2012; inhibition, % at 30 µM; hits with a dose series show IC50 in µM; 0.6% of 340,000 active; MgcRacGAP-stimulated Rac1 GTP hydrolysis, ADP Hunter fluorescence; higher % means a stronger effect; GST-tagged Rac1 F28L mutant substrate;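 active = first-screen hits whose inhibition reached a set limit at any dose in the follow-up dose series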;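 note: fluorescence reports GDP produced by GAP-driven GTP hydrolysis; strong numbers were not always called active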
# NOD1 inhibition: NOD1 signaling inhibitors, primary screen, cell-based, luminescence, uHTS (AID 1578) | NOD1-driven NF-kB luciferase reporter cells, luminescence; higher % means a stronger effect | 1% of 290,000 active | inhibition, % at 4 µM, or EC50 in µM where a hit was titrated; in the data active = inhibition mostly above about 36%, no sharp cut-off; inactive = mostly below about 34%;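 note: HEK-293T reporter cells stimulated with the NOD1 agonist gamma-tri-DAP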
# GPR55 LPI antagonism: GPR55 antagonists blocking LPI-driven arrestin recruitment, primary screen, imaging, U2OS, beta-arrestin-GFP, LPI agonist (AID 2013) | G-protein coupled receptor 55 (Homo sapiens) | U2OS GPR55 beta-arrestin-GFP translocation imaging, LPI antagonism; higher % means a stronger effect | 0.13% of 290,000 active | inhibition, % at 10 µM, or IC50 in µM where a hit was titrated;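 active = spots per cell inhibited over 60%, with over 100 cells counted and total cytoplasm intensity under 500,000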;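 note: U2OS cells stably carrying GPR55 and arrestin-GFP stimulated by 5 µM LPI near EC80; imaged beta-arrestin-GFP aggregate spots per cell after agonist stimulation; plate controls were LPI-stimulated DMSO wells for no effect and DMSO wells without LPI for full effect; some results filed as inactive read as strong as hits; confirmed hits need IC50 under 10 µM and bright autofluorescent wells are also inconclusive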
# GPR35 antagonists: GPR35 antagonists blocking zaprinast-driven arrestin recruitment, primary screen, imaging, U2OS, beta-arrestin-GFP, zaprinast agonist (AID 2058); one-dose inhibition, % at 10 µM; IC50 in µM for titrated hits; U2OS GPR35 beta-arrestin-GFP translocation imaging, zaprinast antagonism; higher % means a stronger effect; 0.052% of 290,000 active;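 active = inhibition of at least 50% with at least 30 cells and total cytoplasm GFP at most 10,000,000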
# GPR55 activation: GPR55 agonists via beta-arrestin recruitment, primary screen, imaging, U2OS cells, beta-arrestin-GFP redistribution (AID 1961); G-protein coupled receptor 55 (Homo sapiens); U2OS GPR55 beta-arrestin-GFP redistribution imaging; higher % means a stronger effect; activation, % at 10 µM; hits with a dose series show EC50 in µM; 0.048% of 290,000 active;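 active = activation above 40% with more than 50 cells counted in the well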;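 note: U2OS osteosarcoma cells stably expressing GPR55 and beta-arrestin-GFP; plate controls were DMSO negative control for no effect and LPI positive control for full effect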
# KOR beta-arrestin-2: KOR antagonists, beta-arrestin recruitment, cell-based, luminescence, uHTS (AID 1778); Kappa-type opioid receptor (Homo sapiens); KOR beta-arrestin recruitment, luminescence, antagonist mode; higher % means a stronger effect; one-dose inhibition, % at 10 µM; IC50 in µM for titrated hits; 0.091% of 290,000 active; in the data active = inhibition above about 50%; note: strong numbers were not always called active
# NTR1 ag: agonists of NTR1, primary screen, imaging, U2OS cells, beta-arrestin-GFP, high content (AID 493036); NTR1-U2OS beta-arrestin-GFP spot imaging, agonist mode; 0.17% of 330,000 active; activation, % at 20 µM; Neurotensin receptor type 1 (Homo sapiens), P30989;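 active = activation at or above 40% of the spot to cytoplasm intensity ratio, with at least 20 cells analyzed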;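 note: 0% = DMSO without peptide and 100% = 100 nM NTR1 peptide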
# Target sequence (P30989 whole entry, looked up): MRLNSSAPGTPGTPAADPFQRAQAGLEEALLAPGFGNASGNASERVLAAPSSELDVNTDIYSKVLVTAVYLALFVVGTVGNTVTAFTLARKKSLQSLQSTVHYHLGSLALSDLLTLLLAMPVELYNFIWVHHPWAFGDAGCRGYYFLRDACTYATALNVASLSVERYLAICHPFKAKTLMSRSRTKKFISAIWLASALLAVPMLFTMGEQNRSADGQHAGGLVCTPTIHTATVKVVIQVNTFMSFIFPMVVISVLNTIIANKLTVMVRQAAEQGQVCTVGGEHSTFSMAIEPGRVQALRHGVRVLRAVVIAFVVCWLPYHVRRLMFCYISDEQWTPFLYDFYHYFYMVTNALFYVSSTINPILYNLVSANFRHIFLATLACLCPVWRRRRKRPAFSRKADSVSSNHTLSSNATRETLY
# UTI89 phage lysis: inhibition of K1F phage lysis, E. coli UTI89, bacterial capsule biogenesis inhibitors, alamar blue (AID 488966); E. coli UTI89 K1F phage lysis, alamar blue, 2 h; higher % means a stronger effect; inhibition, % at 100 µM, or IC50 in µM where a hit was titrated; 0.02% of 340,000 active;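 active = phage lysis inhibition, versus mean bacterial control, above a set limit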;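 note: capsule biogenesis inhibitors block K1F phage lysis so surviving cells raise fluorescence; higher fluorescence means more inhibition of phage lysis; actives were called in the ten point dose series up to 300 µM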
# NTR1 ag cell count 20 µM: also measured in NTR1 ag; calls as there; cell count; measured here: cell count, cytotoxicity flag
# The depositor's hits bear a star; i = inactive; . = not tested or not shown; [ ] = remark or other dose. Only part of the results is shown; count on the stated rates, not on these rows.
Molecule,KOR beta-arrestin-1,MgcRacGAP inhibition,NOD1 inhibition,GPR55 LPI antagonism,GPR35 antagonists,GPR55 activation,KOR beta-arrestin-2,NTR1 ag,NTR1 ag cell count 20 µM,UTI89 phage lysis
O=C1CC(c2ccccc2)CC(O)=C1C=NCc1ccncc1 (stereo not drawn),4.4%,6%,-17%,7%,2%,0.0%,-25%,1.0,35,0.0%
Cc1ccccc1C(=O)N1CCN(c2ccc(NC(=O)c3cccc(OC(C)C)c3)cc2)CC1,-3.8%,3%,28%,10%,0%,-0.2%,11%,2.0,55,-0.2%
NC(=O)Cn1cc(/C=N\NS(=O)(=O)c2cccc([N+](=O)[O-])c2)c2ccccc21,0.8%,24%,-26%,5%,0%,0.0%,4%,-0.8,106,1.1%[50 µM]
CN(CC(=O)Nc1ccc(Cl)cc1)Cc1cc(=O)n2ccsc2n1,0.0%,-2%,-28%,1%,-1%,-0.3%,-4%,-0.3,78,0.0%
CC(=O)Nc1cccc(NC(=O)COc2nncc3ccccc23)c1,5.1%,5%,-23%,-4%,11%,0.2%,13%,-1.5,38,2.1%[50 µM]
COc1ccc(-c2cc(C(=O)NCCN3CCOCC3)no2)cc1OC,-2.9%,6%,-28%,2%,3%,-0.2%,27%,-0.3,42,-0.4%
O=C(c1ccco1)N1CCCC(c2nc3c(nnn3Cc3ccc(F)cc3)c(=O)[nH]2)C1 (stereo not drawn),3.3%,7%,-10%,-9%,9%,-0.1%,-20%,-1.4,48,0.2%
O=C(NN1C(=O)c2ccccc2C1=O)C1CCCCC1,3.3%,-3%,8%,-1%,9%,-0.1%,14%,-2.9,43,0.3%
COc1ccc(Cl)cc1NC(=O)NN1CCN(C)CC1,-0.6%,9%,-21%,8%,3%,0.3%,24%,1.2,37,3.2%[50 µM]
N/C(=N\OC(=O)COc1cc(Cl)c(Cl)cc1Cl)c1ccncc1,32%,.,-13%,9%,9%,-0.1%,-16%,0.2,78,.
Cc1ccc(NC(=O)CCN2C(=O)c3ccccc3C2=O)cc1,4.5%,1%,-35%,-1%,15%,0.5%,-15%,0.0,44,-0.8%
O=c1[nH]c(=O)n(C2CCCO2)cc1F (stereo not drawn),-2.9%,4%,-28%,5%,-12%,-0.1%,-25%,-0.8,68,-3.6%
CCCCN(CC)C(=O)CSc1nc2n[nH]c(C)c2c(=N)n1-c1cccc(C)c1,6.7%,10%,13%,-3%,-3%,0.1%,-38%,5.2,62,0.2%
CN(C)C(CNC(=O)C1CCN(S(=O)(=O)c2ccccc2)CC1)c1ccccc1 (stereo not drawn),6.0%,9%,11%,5%,-12%,-0.1%,28%,0.0,71,-1.2%[50 µM]
C/C(CC(=O)NC(C)(C)C)=N\NC(=O)COc1ccc(C)cc1Br,-4.0%,2%,-14%,-6%,-2%,-0.2%,-6%,1.0,52,0.8%
COc1ccccc1NC(=O)C(=O)c1cn(CC(=O)N2CCCC2)c2ccccc12,0.0%,5%,-33%,-4%,3%,0.7%,-30%,1.6,65,0.8%
O=C(COc1ccc(-c2ccccc2)cc1)N1CCCC1,.,14%,-39%,2%,31%,-0.1%,-3%[20 µM],-0.7,93,0.0%
COc1cccc(NC(=O)CSc2nnc(-c3ccoc3C)n2C)c1,-1.7%,-2%,8%,1%,0%,0.1%,-18%,-0.6,43,0.1%
Cc1c(C(=O)O)c(=O)n(-c2ccccc2)n1-c1ccccc1,1.1%,4%,-27%,-9%,-12%,0.3%,-25%[20 µM],0.5,64,0.3%
Fc1ccc(NC(=S)Nc2ccc(Br)cc2)cc1,-1.5%,1%,5%,-3%,-14%,0.0%,10%,0.7,62,0.3%
CCOC(=O)CNC(=O)CSc1ccc2nnc(-c3ccc(F)cc3)n2n1,9.0%,6%,-29%,2%,0%,-0.3%,-17%,-0.8,70,0.6%
CCc1ccc(N(C(=O)Cc2cccs2)C(C(=O)NC2CCCCC2)c2cn(C)nc2C)cc1 (stereo not drawn),0.0%,1%,-10%,-5%,17%,-0.1%,4%,2.1,83,1.1%
Fc1ccccc1CSc1nnc(-c2ccccc2)o1,-2.0%,4%,-29%,1%,16%,-0.1%,-15%,2.1,63,0.1%
Cc1ccc(Nc2nc(N)nc(CSc3nnnn3-c3ccccc3)n2)cc1,1.0%,10%,.,5%,-5%,-0.1%,-18%,0.7,96,0.2%
CCN(CC)CCCn1c(=S)[nH]c2cc(Cl)ccc2c1=O,0.6%,15%,-20%,-3%,1%,0.4%,28%,1.1,58,1.8%
CCC(C)[C@H](NC(=O)NCc1ccc(Cl)cc1)C(=O)OC (stereo partly drawn),-4.3%,7%,-13%,-1%,14%,-0.1%,-8%,0.6,33,-0.8%
O=C1CCC(C(=O)N(Cc2ccco2)C2(C(=O)NC3CCCC3)CCCCC2)N1 (stereo not drawn),-3.4%,7%,12%,4%,10%,-0.1%,-17%,0.8,69,3.5%[50 µM]
Fc1ccc(C(c2nnnn2Cc2cccs2)N2CCN(c3ccccc3)CC2)cc1 (stereo not drawn),3.6%,1%,-27%,4%,-4%,-0.4%,-20%,1.2,82,-0.1%
C#CCSc1ncc(-c2ccccc2)cn1,-7.1%,5%,-37%,7%,8%,0.2%,23%,-0.4,45,1.2%
Cn1c2c(c(=O)n(C)c1=O)C1c3cc(Cl)ccc3OCC1CO2 (stereo not drawn),7.4%,12%,-4%,3%,-4%,-0.1%,-7%,2.4,36,0.9%
COc1ccccc1NC(=O)CSc1nc2ccccc2c(=O)n1C,3.2%,4%,28%,6%,-5%,0.0%,-18%[20 µM],3.7,49,-0.4%
Cc1nc2c3ccccc3nc(NNC(=O)CCC(=O)NCCC(C)C)n2n1,-0.6%,11%,-2%,-2%,-9%,-0.3%,17%,1.8,58,1.8%[50 µM]
Cc1c(C(=O)N2CCN(c3ccccn3)CC2)oc2c1C(=O)CC(C)(C)C2,-2.5%,-7%,-12%,2%,-9%,-0.1%,-119%,-0.5,60,0.6%
COc1ccccc1-n1nnnc1SCC(=O)Nc1ccccc1,3.2%,12%,-34%,6%,2%,-0.1%,-10%,1.1,85,0.0%
CC(C)c1ccc(NC(=O)Cc2cn(C)c3ccccc23)cc1,0.5%,-14%,-14%,6%,-2%,0.0%,3%,-0.1,80,0.2%
Cc1ccc(NC(=O)CSc2nc3ccccc3c(=O)n2CCCN2CCCCC2)cc1C,-4.0%,6%,-66%,8%,-4%,0.1%,14%,22,50,-0.3%
Cc1cccc(C(=O)NNC(=O)c2ccc(S(=O)(=O)N3CCOCC3)cc2)c1,2.6%,2%,-5%,6%,-2%,0.0%,-28%,0.2,58,0.1%
CC1CCCCC1NC(=O)C1CCC(CNS(=O)(=O)c2cccc3cccnc23)CC1 (stereo not drawn),0.0%,6%,3%,11%,-5%,-0.1%,28%,-0.7,57,0.0%
Cc1cc(-c2onc3ccc(Cl)cc23)ccc1O,-0.1%,30%,53%*,6%,-5%,-0.2%,-31%,0.1,45,0.0%
Cn1ccnc1C(=O)c1ccc(N)cc1,-2.8%,10%,-33%,8%,16%,0.6%,-27%,0.2,59,0.4%
COc1cccc(NS(=O)(=O)NC(=O)c2c[nH]c3ccccc23)c1,0.7%,7%,-8%,-20%,0%,-0.1%,-20%,-0.6,58,0.4%
O=C1C2ON(c3ccc(Cl)cc3)C(c3ccco3)C2C(=O)N1c1ccccc1 (stereo not drawn),3.2%,6%,18%,-6%,-7%,0.2%,-6%,1.5,56,0.6%
Cc1cccc(NC(=O)c2cc(S(=O)(=O)N3CCCC3)cn2C)c1,-5.2%,5%,-22%,-2%,2%,-0.1%,-13%[20 µM],0.5,62,-0.1%
COC(=O)CCC(=O)N1CCCC(N2CCN(c3ccc(OC)cc3)CC2)C1 (stereo not drawn),-0.5%,29%,10%,5%,15%,-0.3%,-14%,0.8,53,0.5%
CC#CCNCc1ccccc1,0.5%,-2%,-16%,24%,-1%,0.7%,-6%,-0.5,72,-0.2%
O=C1CCCC2=C1C(c1ccc(Cl)cc1)n1c(s/c(=C\c3ccc4ccncc4c3)c1=O)=N2 (stereo not drawn),2.2%,8%,6%,8%,15%,-0.3%,-20%,6.2,61,4.3%
O=C(/C=C/c1ccccc1)N/C(=C/c1ccccc1)C(=O)Nc1ccccc1O,7.2%,10%,.,-2%,16%,-0.2%,-32%,-0.9,77,1.7%
COc1cccc(NC(=O)Nc2ccc(CC(=O)O)cc2)c1,-0.9%,-6%,-36%,13%,2%,0.3%,-8%,1.0,77,i
CCCc1ccc(OCC(O)CN2CCN(C(=O)OCC)CC2)cc1 (stereo not drawn),-1.6%,4%,-12%,-1%,10%,0.0%,1%,-0.7,58,1.6%[50 µM]
CCCn1c(SCC(=O)Nc2nnc(C(C)C)s2)nc2c1c(=O)n(C)c(=O)n2C,10%,10%,34%,12%,-1%,0.2%,3%,0.9,83,0.0%
COc1ccc(NC(=O)N2CCN(S(C)(=O)=O)CC2)cc1,-3.6%,2%,-22%,-8%,0%,0.4%,-10%,-1.2,67,-0.5%
CCCOc1ccc(NC(=O)C2OC3OC(C)(C)OC3C3OC(C)(C)OC23)cc1 (stereo not drawn),-2.6%,.,-47%,13%,10%,0.3%,10%,-0.8,76,.
Cc1cc(C)n(C(=O)c2cc3ccccc3c(=O)o2)n1,0.4%,9%,-7%,18%,6%,0.1%,-22%,0.2,38,-0.1%
COc1ccc(C(=O)NCCCNC(=O)c2ccco2)cc1OC,3.4%,0%,10%,-8%,-18%,0.3%,-36%,0.4,52,0.1%
Cc1ccn2c(C=O)c(-c3ccc(F)cc3)c(C=O)c2c1,-1.5%,12%,-34%,-5%,-7%,2.2%,14%,1.8,29,-0.1%
Cc1ccc(-n2c(-c3ccco3)nc3nc4ccccc4nc32)cc1F,-2.5%,7%,-23%,-10%,3%,-0.2%,-4%,4.4,76,1.4%

# Screening data: PubChem BioAssay, several laboratories
